Menin MLL FP TR: displaces Texas Red mutant MLL peptide from human menin. hit rate 0.23% among 270,000. Potency, µM (highest dose often 61.6 µM), without a hit: top-dose FP activity change, negative = inhibition, actives largely listed as inhibitors. Menin + Texas Red MLL mutant peptide, fluorescence polarization; active means well fitted inhibition curve with a large enough effect in the polarisation, with a control signal flat, not every such curve was filed as active; inconclusive means small, poorly fitted or top-dose-only effect, or effect the other way, or a change in a side signal; inactive means no such curve, though single readings can be large or run the other way; the % refers to the polarisation; further: potency means the concentration at half of the fitted maximal effect; % of control where 0% means no effect; many of its hits are not listed in these tables
Rab9 promoter act: activates the Rab9 promoter; Huh7 Rab9 promoter-luciferase reporter, luminescence, 24 h; Potency, µM (doses to about 9.22 µM), for the others: at the highest dose activation, negative = inhibition, most hits filed as activators; hit rate 2.8% among 320,000; AID 485297; further: potency means the concentration at half of the fitted maximal effect; % of control where 0% means no effect; nearly all actives have a fitted effect of over 60% in size
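Using Huh7 cells stably transfected with Rab9 promoter–luciferase, compounds were incubated 24 h at 37 °C, 5% CO2; luciferase luminescence was read 10 min after reagent addition.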
ELG1 genotoxic: induces genotoxicity in HEK293T cells with luciferase-tagged ELG1; HEK293T ELG1-luciferase reporter, luminescence, 16 h; Potency, µM (series often up to 46 µM), for inactives: at the top dose activity change, positive = activation, most hits filed as activators; hit rate 1.3% among 330,000; AID 504466; further: potency means the concentration at half of the fitted maximal effect; % of control where 0% means no effect; nearly all actives have a fitted effect of over 60% in size
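Genotoxic stress is detected as increased luminescence from luciferase-tagged ELG1 in HEK293T cells, measured with ONE-Glo after a 16 hr treatment at 37 °C.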
RORgamma inh: blocks mouse ROR gamma transcriptional activity | Drosophila S2 Gal4-RORgamma UAS-luciferase reporter, 20 h | Potency, µM (top dose mostly 53.6 µM), without a hit: at the top dose activity change, negative = inhibition, hits mostly inhibitors | hit rate 5.4% among 310,000 | AID 2551; further: potency means the concentration at half of the fitted maximal effect; on the % scale 0 is the no-effect control and ±100 the full control effect; nearly all actives have a fitted effect of over 60% in size
Target sequence (P51450 whole entry, looked up, the tested form may be a part): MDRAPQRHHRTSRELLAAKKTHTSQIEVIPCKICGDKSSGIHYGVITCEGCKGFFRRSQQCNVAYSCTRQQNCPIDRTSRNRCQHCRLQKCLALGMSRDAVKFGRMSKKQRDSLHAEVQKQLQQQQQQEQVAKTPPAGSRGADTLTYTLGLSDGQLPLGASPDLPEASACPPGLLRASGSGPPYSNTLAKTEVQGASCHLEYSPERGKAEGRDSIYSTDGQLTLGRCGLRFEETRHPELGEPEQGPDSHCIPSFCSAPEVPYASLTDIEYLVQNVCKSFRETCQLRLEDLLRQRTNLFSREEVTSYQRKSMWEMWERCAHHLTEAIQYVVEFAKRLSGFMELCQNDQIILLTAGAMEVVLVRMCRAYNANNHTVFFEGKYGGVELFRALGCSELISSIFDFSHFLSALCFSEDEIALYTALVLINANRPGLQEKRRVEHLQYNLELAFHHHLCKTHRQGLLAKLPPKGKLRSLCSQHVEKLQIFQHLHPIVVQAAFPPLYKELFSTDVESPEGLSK
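Stable Schneider cell line, Gal4 DNA-binding domain fused to ROR gamma, UAS-luciferase. Cmpd 1 hr RT → CuSO4 700 uM final → 20 hr RT → luciferase reagent 10 min → luminescence.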
p53 reactivation: restores transcriptional activity of mutant p53. Potency, µM (titrated, usually from 92.2 µM), without a hit: at the highest dose activity change, positive = activation, actives largely listed as activators. AID 504706. hit rate 0.063% among 320,000. H1299 p53-A138V BP100-luciferase reporter, luminescence, 24 h; further: potency means the concentration at half of the fitted maximal effect; % of control where 0% means no effect; nearly all actives have a fitted effect of over 45% in size
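H1299 (p53-null), stable ts p53-A138V + BP100-Luc; 1000 cells/well, Opti-MEM/10% FBS; cpd 4 pt, 1:5; 24 h, 37 deg C, 5% CO2; detection reagent 10 min RT; luminescence.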
NPC1 promoter act: activators of NPC1 promoter; Huh7 NPC1 promoter luciferase reporter, 24 h; Potency, µM (doses to about 9.22 µM), inactives show at the highest dose activation, hits mostly activators; hit rate 2.4% among 320,000; AID 485313;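 further: potency means the concentration at half of the fitted maximal effect; % of control where 0% means no effect; nearly all actives have a fitted effect of over 60% in size; reporter is driven by a mutant NPC1 promoter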
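Quantitative HTS used a cell-based reporter: Huh7 cells stably bearing the NPC1 promoter upstream of luciferase were treated with compounds for 24 h, and promoter activation was read as luminescence.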
FLuc counter: counter-screen for miR-21 project: firefly luciferase inhibitors or activators. P08659. purified FLuc, Km substrates, luminescence inhibition. Potency, µM (doses to about 57.5 µM), without a hit: at the highest dose activity change, negative = inhibition, hits mostly inhibitors. hit rate 6.9% among 360,000. AID 588342;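 further: potency means the concentration at half of the fitted maximal effect; plate controls were vehicle for no effect and reference inhibitor for full effect; nearly all actives have a fitted effect of over 55% in size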
Target sequence (P08659 whole entry, looked up): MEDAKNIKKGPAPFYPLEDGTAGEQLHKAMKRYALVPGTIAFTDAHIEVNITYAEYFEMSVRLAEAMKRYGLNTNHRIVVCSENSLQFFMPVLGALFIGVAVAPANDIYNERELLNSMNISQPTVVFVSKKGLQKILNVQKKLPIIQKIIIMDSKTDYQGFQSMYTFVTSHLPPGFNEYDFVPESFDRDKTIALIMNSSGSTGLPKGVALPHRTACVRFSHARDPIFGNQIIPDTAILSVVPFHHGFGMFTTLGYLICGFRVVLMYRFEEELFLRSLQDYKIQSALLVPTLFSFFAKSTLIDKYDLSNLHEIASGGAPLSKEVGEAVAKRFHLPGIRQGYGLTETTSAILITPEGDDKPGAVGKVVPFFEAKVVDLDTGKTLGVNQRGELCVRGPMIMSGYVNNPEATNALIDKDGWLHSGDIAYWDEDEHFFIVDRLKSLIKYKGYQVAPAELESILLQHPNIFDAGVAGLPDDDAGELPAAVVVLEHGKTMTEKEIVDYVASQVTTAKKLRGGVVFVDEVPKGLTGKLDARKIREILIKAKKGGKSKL
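Purified P. pyralis luciferase (10nM final) with 10uM D-luciferin and 10uM ATP (Km levels) in 50mM Tris acetate pH 7.5, 10mM Mg acetate, 0.01% Tween-20, 0.05% BSA; qHTS 6-point titration, ~60 µM downward; luminescence read.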
BRCA1 expr act: increases BRCA1 expression. AID 624202. hit rate 1.1% among 380,000. Potency, µM (titrated, usually from 46.1 µM), for inactives: at the top dose activation, actives largely listed as activators. MCF7-BRCA1-FFLuc reporter, luminescence, 48 h; response scale: scaled: vehicle 0%, 10 µM genistein 100%; further: potency means the concentration at half of the fitted maximal effect; nearly all actives have a fitted effect of over 80% in size; some results filed as inactive show a strong effect at the top dose
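MCF7-BRCA1-FFLuc, 2000 cells/well; 2 h attach, 37 °C/5% CO2; compound 48 h; luciferase substrate 15 min; luminescence end-point. Norm. to genistein 10 microM max activation and DMSO; concentration-response curves fitted.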
PKM2 act: activators of human pyruvate kinase M2; Potency, µM (titrated, usually from 57.5 µM), for the others: top-dose activation, usual class: activators; purified PKM2, Kinase-Glo ATP luminescence, activation; response scale: 0% is enzyme alone, no compound; hit rate 0.34% among 260,000; AID 1631; further: potency means the concentration at half of the fitted maximal effect; on the % scale 0 is the no-effect control and ±100 the full control effect; nearly all actives have a fitted effect of over 55% in size
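ATP formation by purified human PK-M2, quantified via coupled luciferase luminescence after 1 h at room temperature with 0.1 mM ADP and 0.5 mM PEP final.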
Gal4-VP16 FLuc: Gal4-VP16 reporter inhibition counter-screen; AID 2546; Drosophila S2 Gal4-VP16 UAS-luciferase, luminescence, 20 h; Potency, µM (series often up to 53.6 µM), without a hit: top-dose activity, negative = inhibition, most hits filed as inhibitors; hit rate 3.5% among 310,000;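 further: Gal4-VP16 expression switched on by copper sulfate through the metallothionein promoter; potency means the concentration at half of the fitted maximal effect; on the % scale 0 is the no-effect control and ±100 the full control effect; nearly all actives have a fitted effect of over 50% in size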
Giardia killer: Giardia lamblia killing | activity change, % at 7.66 µM, hits read low | AID 540267 | hit rate 0.15% among 340,000 | Giardia lamblia trophozoite viability; in the data active means activity change below about -80%; inconclusive means between about -30% and that limit;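 further: parasites exposed to compound for two days anaerobically before the ATP read; on the % scale 0 is the no-effect control and ±100 the full control effect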
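Compounds were tested on trophozoites seeded at 100 cells/well and held 48 hrs at 37 deg C anaerobically. An ATP-based luminescent kit measured the remaining live cells.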
* = called active by the depositor; ? = inconclusive; . = no result given; & = joins results of further samples. Unless noted, the call rests on the fitted dose curve; in most records, active means well fitted curve in the direction sought with a large enough effect; inconclusive means small, poorly fitted or top-dose-only effect, or another doubt; inactive means no such curve, though single readings can be large; an effect the other way counts as inactive or inconclusive.

SMILES	Menin MLL FP TR	Rab9 promoter act	ELG1 genotoxic	RORgamma inh	p53 reactivation	NPC1 promoter act	FLuc counter	BRCA1 expr act	PKM2 act	Gal4-VP16 FLuc	Giardia killer
COc1cc([N+](=O)[O-])ccc1NC(=O)CSc1nccn1C	5.2%	1.4%	4.3%	2.2%	-1.0%	3.0%	-6.2%	35.3%	12.6µM*	-17.1%	-8.5
C/C(=N/NS(=O)(=O)c1ccc(C)c(C)c1)c1ccncc1	.	3.5%	2.2%	-2.0%	19.7%	-0.9%	-0.4%	17.4%	.	5.6%	0.8
O=c1c(Cl)c2oc3ccccc3nc-2c2ccccc12	?	27.8%	0.1%	6.7%	1.1%	22.2%	-2.7%	-38.3%	-0.9%	4.1%	1.4
O=C(Nc1cc(Cl)ccc1-n1cncn1)c1ccc([N+](=O)[O-])o1	.	-6.9%	-16.8%	.	-21.2%	-18.1%	2.0%	-72.7%	.	.	?
Cc1nccc(-c2cccc(NC(=O)Nc3ccc(Cl)cc3)c2)n1	.	-3.4%	-13.8%	-1.1%	7.0%	-5.4%	4.78µM*	14.5%	-0.5%	-0.3%	-4.8
O=C(Nc1cccc(S(=O)(=O)N2CCCCC2)c1)C1CCCC1	.	-6.9%	-0.9%	.	-3.3%	-0.2%	-3.1%	-5.4%	.	.	5.2
CCc1ccc(N=c2c([N+](=O)[O-])nn(-c3ccc4c(c3)OCCO4)n2O)cc1	?	?	4.9%	28.0%	?	15.7%	?	3.98µM*	6.7%	?	?
O=c1c2ccccc2nc2n1-c1ccccc1CCC2	1.9%	-4.4%	-1.3%	25.2%	-12.2%	-3.7%	-8.3%	0.3%	-3.6%	-8.1%	17.8
CCc1ccc(C(=O)Nc2cc3c(cc2Cl)OCCCO3)cc1	.	1.58µM*	?	?	2.2%	1.78µM*	6.01µM*	80.5%	0.0%	?	-4.2
COc1ccccc1N1C(=O)c2cccc3cccc(c23)C1=O	?	5.1%	7.2%	.	.	-5.0%	3.7%	6.7%	-4.0%	.	2.8
CCOC(=O)c1cc(CC)sc1NC(=O)COC(=O)c1cc[n+]([O-])cc1	13.0%	-0.7%	-2.1%	-2.4%	0.3%	-1.1%	-1.2%	0.0%	-1.2%	-9.5%	14.4
O=C(Nc1ccc(-c2nc3ccccc3s2)c(OC(=O)c2ccccc2)c1)c1ccccc1	?	1.41µM*	?	1.26µM*	?	1.58µM*	?	66.9%	-1.8%	-20.0%	-4.4
O=C(CN1C(=O)C2CC=CCC2C1=O)OCc1cc(=O)n2cc(Br)ccc2n1 (centres undefined)	-4.4%	12.2%	-0.2%	10.3%	4.4%	-1.5%	2.8%	7.6%	1.5%	-8.0%	-6.1
C[C@]12CC[C@@H]3c4ccc(O[C@@H]5O[C@H](C(=O)O)[C@@H](O)[C@H](O)[C@H]5O)cc4CC[C@H]3[C@@H]1C[C@@H](O)[C@@H]2O	.	-1.0%	-0.7%	-14.2%	1.6%	-0.5%	-4.3%	17.8%	1.2%	-10.2%	-23.6
CCc1cc(C(=O)N2CCN(c3ncccn3)CC2)sc1C	.	-2.0%	-0.3%	.	-4.1%	-5.5%	-4.2%	12.5%	.	.	4.8
O=C(CCN1C(=O)C2CCCCC2C1=O)Nc1ccc(Br)cc1F (centres undefined)	.	-5.1%	-2.2%	.	12.8%	-0.4%	4.8%	-5.1%	.	.	5.8
Cc1c(NC(=O)COC(=O)c2ncc(Cl)c(Cl)c2Cl)c(=O)n(-c2ccccc2)n1C	.	-3.8%	-1.8%	.	5.4%	1.8%	3.6%	-2.9%	.	.	11.3
C=CCNC(=O)c1ccc(CN(c2ccc(OCC)cc2)S(=O)(=O)c2ccc(C)cc2)cc1	21.3%	-5.3%	-1.4%	?	.	-6.8%	3.0%	-46.9%	5.7%	-2.7%	12.0
COc1ccc(/C=N/n2cnc3c([nH]c4ccc(F)cc43)c2=O)cc1CN1CCCC1	.	-5.0%	0.4%	-79.5%	-0.8%	-2.7%	4.1%	-13.5%	0.9%	11.2µM*	-4.9
CCN(CC)S(=O)(=O)c1ccc2c(c1)nc(SC(C)C(=O)NCC1CCCO1)n2CC (centres undefined)	.	-0.4%	-4.3%	9.8%	6.9%	-2.7%	-2.0%	-5.6%	-2.3%	-10.0%	4.4
O=C(NC1CCCC1)C(c1cccnc1)N(Cc1ccccc1)C(=O)c1csnn1 (centres undefined)	-22.2%	1.6%	0.0%	-4.8%	-4.5%	0.5%	-1.7%	-1.9%	-5.2%	-6.1%	14.8
Cc1nn(Cc2cccc(C(=O)Nc3ccn(Cc4ccccc4F)n3)c2)c(C)c1[N+](=O)[O-]	.	-0.1%	-16.7%	1.3%	-1.3%	-4.6%	3.2%	-31.7%	-4.6%	-5.7%	8.5
CCCSc1ncc(Cl)c(C(=O)Nc2ccc(S(=O)(=O)Nc3ncccn3)cc2)n1	.	2.4%	-3.1%	9.2%	-18.5%	-1.1%	-1.2%&-19.0%	5.2%	8.9%	?	-8.2
CC(C)(CO)NCC(O)COc1ccc2c(c1)CCC2 (centres undefined)	-1.8%	0.1%	0.3%	13.7%	0.8%	0.0%	4.2%	-1.8%	?	-1.3%	-15.7
Cc1ccc(Sc2c(C=O)c3ccccc3n2C)cc1	-13.4%	3.4%	-10.8%	32.0%	-12.2%	2.3%	1.7%	-61.5%	-2.3%	?	0.0
CCn1ncc(Br)c1C(=O)Nc1cc([N+](=O)[O-])ccc1C	-7.3%	6.1%	0.8%	4.1%	9.4%	7.5%	1.2%	-71.0%	-0.9%	2.4%	2.8
Cc1noc(C)c1COc1ccc(C(=O)N2CCN(c3ccccc3F)CC2)cc1	.	-1.5%	-0.3%	.	0.6%	0.7%	4.2%	-4.6%	.	.	-1.3
O=C(Oc1cccc([N+](=O)[O-])c1)c1cc(-c2ccccc2)nc2ccccc12	28.5%	-5.1%	0.9%	-12.8%	-3.5%	0.3%	-1.4%	9.2%	-5.6%	-25.3%	-11.6
COc1ccc(OC)c(NC(=O)C2CCCC2)c1	-1.0%	1.2%	-0.8%	-12.7%	-0.3%	0.0%	1.6%	2.0%	-4.0%	0.9%	-9.3
CC(C)S(=O)(=O)N1CCCC(C(=O)c2cccc(Cl)c2)C1 (centres undefined)	9.6%	-16.3%	-2.2%	0.5%	-2.2%	-4.2%	-1.9%	-1.9%	2.6%	12.1%	?
Cc1cc(-c2onc(C)c2C(=O)Oc2ccc(Cl)cc2)no1	.	-4.7%	0.1%	28.1%	1.4%	-1.0%	1.8%	-2.9%	1.9%	3.3%	-8.1
O=C(N/N=C/c1ccco1)c1cc(C2CC2)nc2ccccc12	5.4%	-0.3%	0.1%	-42.6%	10.1%	-2.5%	-1.7%	.	-13.1%	5.7%	.
COc1ccc(CC(=O)NCc2cn3ccsc3n2)cc1	5.9%	-1.6%	-1.5%	-12.4%	-1.5%	1.0%	?	-11.9%	0.3%	-4.8%	-6.1
COc1ccccc1NC(=O)C(C/C=C(/C)Cl)C(C)=O (centres undefined)	3.1%	-10.5%	0.3%	-8.4%	-5.7%	-0.9%	-0.5%	-29.1%	4.8%	2.6%	0.0
CC1=C(C)CC(C(=O)c2ccccc2)C(C(=O)O)C1 (centres undefined)	7.1%	-1.4%	1.4%	14.6%	-1.1%	8.8%	-1.9%	-0.2%	1.5%	-15.2%	2.4
Cc1sc2ncnc(N3CCC(C(=O)N(C)CC(=O)Nc4ccccc4Br)CC3)c2c1C	.	3.5%	-22.0%	1.4%	-20.3%	-3.4%	-0.5%	-45.2%	-1.4%	-6.4%	-3.9
Cc1ccc(C)c(SCC(=O)OCC(=O)NCc2ccccc2)c1	-5.6%	-0.1%	-3.0%	21.5%	0.5%	-6.3%	-7.2%	22.2%	0.0%	0.8%	-13.2
Cc1cccc(N2C(=O)CC(N3CCC(c4nc5ccccc5[nH]4)CC3)C2=O)c1 (centres undefined)	10.2%	-9.6%	-1.6%	-2.7%	1.1%	-0.3%	1.7%	3.7%	-1.4%	-6.0%	-18.4
O=C(OCc1cc(=O)n2ccsc2n1)c1ccc(OC(F)F)cc1	.	-7.1%	-0.3%	.	2.1%	-0.7%	0.1%	3.5%	.	.	-8.5
O=C(COC(=O)c1ccccc1NCCO)Nc1cccc(S(=O)(=O)NC2=NCCCCC2)c1	.	12.4%	-1.1%	.	2.2%	13.4%	-0.6%	-0.8%	.	.	-27.4
Nc1nnc(SCc2ccccc2F)s1	.	4.7%	6.4%	-4.1%	8.3%	7.1%	-12.8%	47.9%	0.3%	24.2%	2.9

An excerpt, so the mix of outcomes need not match the whole.
